# Screening data (PubChem BioAssay)
# M5 ag: agonists of human muscarinic M5 receptor (CHRM5). P08912. CHO-K1 hM5 cells, Fluo-8 calcium fluorescence; 0% DMSO wells, 100% maximal acetylcholine response. activation, % at 3 µM. 360,000 tested, 0.19% active;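 active = activation above the run's mean over test compounds plus 3 SD, cut at about 23% in these data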;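 also: signal is peak over basal fluorescence ratio across the kinetic read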
# Target sequence (P08912 whole entry, looked up): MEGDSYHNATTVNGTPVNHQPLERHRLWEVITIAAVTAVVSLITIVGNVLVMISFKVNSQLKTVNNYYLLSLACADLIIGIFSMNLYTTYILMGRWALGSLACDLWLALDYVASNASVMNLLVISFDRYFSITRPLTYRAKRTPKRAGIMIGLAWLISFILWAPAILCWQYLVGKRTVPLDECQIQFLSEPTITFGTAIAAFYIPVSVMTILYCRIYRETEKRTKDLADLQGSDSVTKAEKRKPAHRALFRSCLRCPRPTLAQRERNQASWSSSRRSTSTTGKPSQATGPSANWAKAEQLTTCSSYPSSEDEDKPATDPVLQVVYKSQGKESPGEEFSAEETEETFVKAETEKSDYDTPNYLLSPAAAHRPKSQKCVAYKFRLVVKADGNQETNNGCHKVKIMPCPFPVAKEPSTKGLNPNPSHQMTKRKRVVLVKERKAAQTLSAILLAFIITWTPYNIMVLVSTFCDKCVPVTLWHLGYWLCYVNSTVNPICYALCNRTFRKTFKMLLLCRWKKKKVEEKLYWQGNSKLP
# M5 PAM: potentiates acetylcholine response at human M5 receptor | CHO-K1 hM5, Fluo-8 calcium, ACh EC20 PAM; 0% = ACh EC20, 100% = ACh EC100 | AID 624038 | activation, % at 3 µM | 360,000 tested, 0.3% active;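 active = activation above the run cutoff, the mean activation of all test compounds plus 3 SD, cut at about 18% in these data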
#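 Assay system – human M5 receptor in CHO-K1 cells · Read-out – % activation, ACh-normalized · Technique – Fluo-8 calcium fluorescence · Dosing – single-point, 3 µM nominal · Incubation – Fluo-8 loading 80 min at 37 °C plus 30 min room temperature · Repeats – singlicate, one well per test compound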
# CRFR2-BP ag: CRF-BP/CRF-R2 complex agonism; AID 588473; activation, % at 13.2 µM; 350,000 tested, 0.46% active; HEK293 CRF-R2/CRF-BP, calcium dye fluorescence (FLIPR); percent of saturating CRF peptide response;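 active = activation of at least 50%, plus an integration ratio under a set limit after plate pattern correction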;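 also: plate controls were neutral control wells without compound for no effect and CRF at EC100 for full effect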
# M1 PAM: human CHRM1 positive allosteric modulation. activation, % at 3 µM. P11229. 360,000 tested, 0.088% active. CHO-K1 hM1, Fluo-8 calcium fluorescence, ACh EC20; 0% = ACh EC20, 100% = maximal ACh. AID 588819; in the data active = activation above about 19%, passing the limit was not always enough
# Target sequence (P11229 whole entry, looked up): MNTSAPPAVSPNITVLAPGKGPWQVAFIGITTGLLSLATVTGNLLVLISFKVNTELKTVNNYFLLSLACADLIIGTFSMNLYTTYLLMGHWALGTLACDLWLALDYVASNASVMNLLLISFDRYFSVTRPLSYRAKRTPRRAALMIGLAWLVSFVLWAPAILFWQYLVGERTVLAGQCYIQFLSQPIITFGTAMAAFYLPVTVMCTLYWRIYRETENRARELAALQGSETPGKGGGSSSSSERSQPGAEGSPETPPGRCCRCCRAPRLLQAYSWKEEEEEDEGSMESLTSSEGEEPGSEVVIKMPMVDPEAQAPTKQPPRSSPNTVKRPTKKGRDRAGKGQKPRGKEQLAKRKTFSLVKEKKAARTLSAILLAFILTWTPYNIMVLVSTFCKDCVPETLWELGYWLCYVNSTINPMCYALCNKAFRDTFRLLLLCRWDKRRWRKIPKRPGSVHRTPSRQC
# CHRM4 PAM: potentiates acetylcholine response at human M4 receptor | P08173 | CHO-K1 hM4/Gqi5, Fluo-8 calcium fluorescence, ACh EC20; 0% = ACh EC20, 100% = maximal ACh | activation, % at 3 µM | 360,000 tested, 0.4% active;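 active = activation above its plate's cutoff, the mean activation of sample wells plus 3 SD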; also: some results filed as inactive read as strong as hits
# CHRM1 antagonist: human CHRM1 antagonism; CHO-K1 hM1, Fluo-8 calcium fluorescence, ACh EC80 antagonist; inhibition, % at 3 µM; 360,000 tested, 1.3% active; AID 588852;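 active = percent inhibition above its own plate's cutoff, namely the mean of that plate's compound wells plus 3 SD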;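 also: peak over basal fluorescence ratio during 140 s after agonist addition; 0% = ACh EC80 plus DMSO and 100% = DMSO alone without agonist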
# CHRM4 agonist: CHRM4 agonism in calcium assay; P08173; CHO-K1 hM4/Gqi5, Fluo-8 calcium fluorescence; vehicle 0%, full acetylcholine response 100%; activation, % at 3 µM; 360,000 tested, 0.14% active; AID 624127;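 active = activation above the run mean over all test wells plus 3 SD, cut at about 32% in these data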;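 also: peak over basal fluorescence ratio per well then scaled between controls; 0% = DMSO wells and 100% = acetylcholine at EC100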
# CHRM5 antagonist: antagonists of human muscarinic M5 receptor (CHRM5); P08912; CHO-hM5 cells, Fluo-8 calcium fluorescence, ACh EC80; inhibition, % at 3 µM; 360,000 tested, 0.59% active; AID 624040;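 active = inhibition above a per-plate cutoff, the mean of that plate's test compounds plus 3 SD, cut at about 27% in these data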;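 also: 0% = acetylcholine EC80 with DMSO and 100% = DMSO without agonist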
# CHRM4 antagonist: blocks acetylcholine activation of human M4 receptor; P08173; CHO-hM4 cells, ACh EC80, Fluo-8 calcium fluorescence; inhibition, % at 3 µM; 360,000 tested, 0.73% active; AID 624125;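 active = inhibition above its plate's cutoff, the mean inhibition of sample wells plus 3 SD, cut at about 27% in these data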;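 also: 0% = acetylcholine EC80 with DMSO and 100% = DMSO without agonist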
# Numbers without * were called inactive.
SMILES,M5 ag,M5 PAM,CRFR2-BP ag,M1 PAM,CHRM4 PAM,CHRM1 antagonist,CHRM4 agonist,CHRM5 antagonist,CHRM4 antagonist
COC(=O)C1C2C=CC(C3CC23)C1C(=O)OCC(=O)c1ccccc1 (stereo unspecified),0,-5,-0.4,11,-3,-6,4,1,-4
Cc1cc(C)n(CC(=O)NCc2ccccc2)c(=O)c1C#N,2,-2,-3.0,10,2,-13,12,2,-2
COc1ccc2sc(N(CCCN(C)C)C(=O)c3ccc(S(=O)(=O)N4CCCC4)cc3)nc2c1,-10,-11,2.0,-14,-3,15,2,5,-9
CSc1cccc(NC(=O)CC2Oc3ccccc3NC2=O)c1 (stereo unspecified),-1,-5,-0.9,-2,-3,4,3,7,2
COc1cccc(C(=O)NCCS(=O)(=O)NCCCc2ccccc2)c1,-3,-2,-0.9,14,11,-16,2,2,-6
Cc1ccc(NC(=O)CN(C)C(=O)/C=C/c2ccc3c(c2)OCO3)cc1,-1,-3,0.3,9,6,-6,1,5,-9
CCCCCCC1(C)NC(=S)N(c2ccccc2)N1 (stereo unspecified),0,9,-1.2,5,-2,4,0,-3,0
COc1ccc(C(=O)NCCS(=O)(=O)N(C)C2CCCCC2)cc1,1,7,37,8,1,-10,5,5,-4
Cc1ccnc(NS(=O)(=O)c2ccc(NC(=O)c3oc4ccccc4c3C)cc2)n1,-3,-3,-0.3,9,0,-10,2,-7,-14
Cc1ccc(-n2c(N)c(S(=O)(=O)c3ccccc3)c3nc4ccccc4nc32)cc1,-1,4,1.0,8,-4,-3,1,9,0
Cc1nn(C)c(C)c1NC(=O)c1ccc(Cl)cc1,1,2,-1.8,5,-2,-10,1,2,3
Cc1c(NC(=S)N/N=C/C=C/c2ccccc2)c(=O)n(-c2ccccc2)n1C,3,-27,-4.3,-8,-41,18,12,8,-4
C#CCSc1nnc(-c2cc3c(C(F)(F)F)nn(C)c3s2)n1C,3,1,-1.4,12,17,-10,1,-3,3
Cc1nnc(SCC(=O)N/N=C/c2cn(-c3ccccc3)nc2-c2ccc(F)cc2)n1-c1ccccc1,0,7,-1.0,3,1,-7,1,-5,-2
Cc1ccc(S(=O)(=O)N2CCN(C(=O)C(C)Cn3nc(C)c(C)c3C)CC2)cc1 (stereo unspecified),-1,2,0.2,9,4,-11,2,9,0
COc1ccc(NC(=O)c2cnc(SC)n2-c2ccc(F)cc2)c(OC)c1,2,2,0.1,3,-4,-2,1,15,6
CC1=CCP(=O)(c2ccccc2)C1 (stereo unspecified),-1,-2,0.4,1,-4,-1,0,-5,7
C[C@@H]1CN([C@H](C)CO)C(=O)c2cc(Br)cnc2O[C@H]1CN(C)C,0,2,-2.4,2,7,-4,1,1,-15
CN1CCN(S(=O)(=O)c2cc([N+](=O)[O-])ccc2N/N=C/c2ccc(Cl)cc2)CC1,-1,3,2.3,2,-1,-10,0,2,9
ClC1(Cl)CC1CSc1nnc(-c2ccncc2)o1 (stereo unspecified),3,0,0.2,12,6,-17,3,-4,-7
ON=C1c2ccccc2-c2ccc(Br)cc21,-9,-7,0.3,4,3,-7,-2,13,-3
CNC(=S)N/N=C/c1cn(Cc2ccc(F)cc2)c2ccccc12,-5,-9,-2.5,-21,-3,16,2,9,-2
CC(C)(C)NC(=O)COC(=O)c1cc(S(=O)(=O)N2CCCCC2)ccc1N1CCOCC1,0,2,1.5,5,1,-14,1,-2,4
Cc1ccc(Cl)cc1NC(=O)CCC(=O)O,2,-11,0.3,1,-21,0,14,3,-6
Cc1oc2c(O)c(O)ccc2c(=O)c1-c1ccc(Cl)cc1,2,4,-0.2,5,0,-9,-1,6,-3
# (cont.)
SMILES,M5 ag,M5 PAM,CRFR2-BP ag,M1 PAM,CHRM4 PAM,CHRM1 antagonist,CHRM4 agonist,CHRM5 antagonist,CHRM4 antagonist
O=C(N1CCOCC1)N1c2ccccc2CC(N2CCOCC2)c2ccccc21 (stereo unspecified),-1,-7,2.0,0,3,-1,1,-5,-4
COc1cc(Cl)c(C)cc1NC(=O)COC(=O)c1ccc(CN2CCCC2=O)cc1,3,-12,-0.6,-6,4,7,4,0,-9
Cc1cc(=O)n(C)c(=O)n1CCCCCN1CCCC1,-11,2,-0.4,-2,0,-29,0,0,0
CC(C)(C)C(=O)Nc1c2c(nc3c1CCC3)CCCC2,-4,0,-1.3,3,-2,-8,0,3,-4
CCNC(=S)Nc1ccc(Cc2ccncc2)cc1,-12,0,0.4,0,8,7,2,7,-3
COc1cc(CCC(=O)Nc2nccs2)cc(OC)c1OC,-1,-4,-1.9,10,0,-16,5,2,-15
O=C(C[C@@H]1C/C=C\C[C@H](Cc2ccc(F)cc2)C(=O)OC[C@@H](c2ccccc2)NC1=O)NCCO,4,7,3.1,10,13,4,0,12,-4
O=C(Nc1ccc(N2CCN(C(=O)c3ccccc3)CC2)c(Cl)c1)c1ccc(Br)o1,3,-11,-2.8,-5,-11,8,19,8,2
C=CCn1c(SCC(=O)NCC2CCCO2)nc2sc(CC)cc2c1=O (stereo unspecified),3,3,-4.4,1,11,-4,9,3,-11
CCOc1ccc(CCNC(=O)Cn2ncn3nc(-c4ccc(OC)cc4)cc3c2=O)cc1,0,4,0.7,1,2,-7,4,-9,-21
Cc1c2ccccc2cc(Cc2ccccc2)[n+]1C,-14,-6,-0.4,-7,-7,4,0,8,8
COc1ccc(-c2ccc(C)cc2)cc1[C@H]1[C@H]2C=CC[C@@H](C)[C@@H]2C(=O)N1Cc1ccccc1,0,3,6.2,-2,3,-1,2,0,0
O=C(NNC(=O)C12CC3CC(CC(C3)C1)C2)c1ccccc1F,-2,5,-0.9,5,-7,-2,1,2,-1
CCCN(CC(=O)Nc1ccccc1OC)C(=O)c1cc(-c2ccccc2)nn1-c1ccccc1,-7,-18,2.1,-9,-8,10,6,16,14
O=C(c1cccc(S(=O)(=O)N2CCCC2)c1)N1CCN(c2ccccc2F)CC1,2,0,-1.9,5,-1,-9,-2,-2,10
COc1ccc(-c2nnc(NC(=O)c3cccs3)s2)c(OC)c1,-5,-2,1.0,1,-16,-2,0,0,5
O=C(Nc1cccc([N+](=O)[O-])c1)C1CCN(C(=O)Cc2ccccc2)CC1,-2,-6,-0.9,-3,-8,6,4,9,3
COc1ccc(C2CC(c3cccs3)=NN2c2nc(-c3ccccc3)cs2)cc1OC (stereo unspecified),2,-2,2.5,-2,13,11,0,2,8
COc1ccc(S(=O)(=O)N2CCc3ccccc32)cc1C(=O)O,-9,0,3.0,5,7,-15,1,-2,-25
CCOC(=O)/C(C#N)=C/c1c(N2CCN(CC)CC2)nc2c(C)cccn2c1=O,-2,-5,1.4,0,2,-5,3,8,-35
COC(=O)CSc1nc(N2CCOCC2)c2c(c1C#N)CC(C)(C)N(C)C2,-3,-8,2.6,-4,-5,19,9,4,-5
CSC(=S)N/N=C(\C)c1ccccc1,-3,-6,4.6,-8,-3,12,1,0,-1
O=C(Nc1ccc(Nc2ccccc2)cc1)c1c(F)c(F)c(F)c(F)c1F,2,-3,8.3,14,-16,-7,5,-1,1
O=C1CCCC2=C1C1(CCCCC1)N=C(Nc1nc3ccccc3o1)N2,1,0,1.5,10,3,-14,0,1,-3
O=C(COC(=O)c1cc2ccccc2oc1=O)Nc1cccc(Br)c1,2,-2,-1.3,8,-4,-15,-1,7,5

# Quoted at random: two records from the list
SMILES,M5 ag,M5 PAM,CRFR2-BP ag,M1 PAM,CHRM4 PAM,CHRM1 antagonist,CHRM4 agonist,CHRM5 antagonist,CHRM4 antagonist
Cc1c2ccccc2cc(Cc2ccccc2)[n+]1C,-14,-6,-0.4,-7,-7,4,0,8,8
COc1ccc(C2CC(c3cccs3)=NN2c2nc(-c3ccccc3)cs2)cc1OC (stereo unspecified),2,-2,2.5,-2,13,11,0,2,8

# The results go on:
SMILES,M5 ag,M5 PAM,CRFR2-BP ag,M1 PAM,CHRM4 PAM,CHRM1 antagonist,CHRM4 agonist,CHRM5 antagonist,CHRM4 antagonist
O=C(NNC(=O)C1CCN(S(=O)(=O)c2ccc(Cl)cc2)CC1)c1ccc(Cl)cc1,-5,-7,0.7,6,-4,-9,2,7,2
Cc1ccc(C)c(N2CCN(C(=O)CCS(=O)(=O)c3cccc4nonc34)CC2)c1,1,3,-0.4,3,12,11,6,-6,-4
O=C(CSc1n[nH]c(-c2ccncc2)n1)c1cccc([N+](=O)[O-])c1,2,4,-3.2,13,-2,-3,2,0,3
Cc1cc(Nc2cccc(Cl)c2)nc(-c2ccccc2O)n1,-3,-3,5.0,8,-4,-14,2,5,-7
O=C(Nc1nccs1)c1ccc(S(=O)(=O)N2CCOCC2)cc1,0,8,-1.4,7,5,-5,1,8,5
Cc1ccc(NC(=O)CSc2nnc(-c3ccoc3C)n2CCCN(C)C)cc1Cl,-3,-2,0.2,-11,-5,16,1,1,7
O=C(COc1ccccc1)NC1CCCc2ccccc21 (stereo unspecified),-5,-4,-1.2,9,-6,-8,-2,7,6
COc1ccccc1OCc1nc(Cc2ccc(Cl)cc2)no1,-6,3,-0.3,-6,10,-2,-2,-9,-7
O=C(OCCc1ccccc1)c1cc(O)c(O)c(O)c1,10,-4,-0.2,-2,6,8,10,17,2
O=C(OCc1c(F)cccc1Cl)c1cccnc1Cl,-6,-4,0.9,1,3,0,0,15,5
CCC(=O)Nc1ccc(C(=O)n2ccc(C)n2)cc1,0,0,-0.9,-1,0,-8,1,3,-3
CCc1ccc(OCC(O)Cn2c(N3CCCCC3)nc3c2c(=O)[nH]c(=O)n3C)cc1 (stereo unspecified),0,-6,-0.6,-3,-7,6,6,8,-5
O=C(COC(=O)c1cnccn1)Nc1ccccc1-c1ccccc1,0,1,-0.6,1,0,-3,0,18,8
O=C(COC(=O)C12CC3CC(CC(Cl)(C3)C1)C2)Nc1ccc2[nH]c(=O)[nH]c2c1,8,-13,0.1,10,8,-5,1,6,8
COc1ccc(NC(=O)CSc2nc3c(cc2C#N)CN(C)CC3)cc1,-1,6,12,2,5,-21,1,0,-7
CC(C)(C)c1ccc(/C=C2\Oc3cc(OC(=O)N4CCOCC4)ccc3C2=O)cc1,-2,-4,2.6,3,2,-2,1,3,3
CCc1ccccc1NC(=O)CSc1nc2n[nH]c(C)c2c(=N)n1-c1ccc(OC)cc1,-7,-5,-0.9,7,2,-14,1,-6,1
CC1CCCN(c2nc3nonc3nc2N2CCCC(C)C2)C1 (stereo unspecified),-7,-6,0.1,0,6,-3,-2,-1,-3
O=C(CN(C(=O)c1csnn1)c1cccc2ccccc12)NCc1ccccc1,1,-2,0.5,5,-10,-6,3,14,4
Cc1ccc(C(=O)N2CCN(Cc3ccccc3)CC2)cc1S(=O)(=O)N1CCOCC1,0,-4,-0.4,5,2,-3,2,8,1
COc1ccccc1NC(=O)C(C)OC(=O)CC1CCCCC1 (stereo unspecified),-4,-6,-1.4,3,1,-5,-1,15,-2
Cc1nc(-c2ccc(C(=O)N3CCOCC3)cc2)cs1,-4,0,-0.3,-1,3,-11,1,-12,-4

# Compound profiles, as listed above. Order of values: M5 ag, M5 PAM, CRFR2-BP ag, M1 PAM, CHRM4 PAM, CHRM1 antagonist, CHRM4 agonist, CHRM5 antagonist, CHRM4 antagonist
# O=C(Nc1nccs1)c1ccc(S(=O)(=O)N2CCOCC2)cc1 is listed with 0, 8, -1.4, 7, 5, -5, 1, 8, 5
# O=C(COC(=O)c1cnccn1)Nc1ccccc1-c1ccccc1 is listed with 0, 1, -0.6, 1, 0, -3, 0, 18, 8

# A few values from the results shown:
# M5 ag result of CC1CCCN(c2nc3nonc3nc2N2CCCC(C)C2)C1 (stereo unspecified) is entered as -7
# CHRM4 antagonist result of Cc1nc(-c2ccc(C(=O)N3CCOCC3)cc2)cs1 is entered as -4
